Assay outcomes: PubChem, several laboratories
pPAFAH FP inh – pPAFAH enzyme inhibitors, primary screen, biochemical, fluorescence polarization, human; Platelet-activating factor acetylhydrolase (Homo sapiens), Q13093; recombinant pPAFAH, FP-rhodamine probe fluorescence polarization; inhibition, % at 3.39 µM; 330,000 compounds, 1.5% hits;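 active = inhibition above the mean inhibition across the screen plus 3 SD, cut at about 25% in these data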;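 also: inhibitors block binding of the rhodamine activity-based probe so polarization drops; 0% = enzyme with DMSO and 100% = wells lacking pPAFAH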
Target sequence (Q13093 whole entry, looked up): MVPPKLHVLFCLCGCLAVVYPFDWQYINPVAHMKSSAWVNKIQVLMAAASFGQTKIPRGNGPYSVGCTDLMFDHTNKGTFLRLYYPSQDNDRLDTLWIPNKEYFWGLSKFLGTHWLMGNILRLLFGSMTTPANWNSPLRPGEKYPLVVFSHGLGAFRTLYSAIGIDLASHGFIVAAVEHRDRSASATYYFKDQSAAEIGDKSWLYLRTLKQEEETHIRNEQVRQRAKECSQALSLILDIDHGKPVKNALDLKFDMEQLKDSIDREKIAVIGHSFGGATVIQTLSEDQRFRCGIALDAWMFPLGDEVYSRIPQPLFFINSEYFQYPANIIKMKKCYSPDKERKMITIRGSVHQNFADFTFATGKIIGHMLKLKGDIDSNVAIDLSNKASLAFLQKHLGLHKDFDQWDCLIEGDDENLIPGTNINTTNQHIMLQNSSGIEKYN
PME-1 primary – PME-1 inhibitors via competitive probe labeling, primary screen, biochemical, fluorescence polarization, FP-Rh probe, HTS; inhibition, % at 5.9 µM; recombinant PME-1; 320,000 compounds, 0.53% hits; Protein phosphatase methylesterase 1 (Homo sapiens), Q9Y570;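 active = inhibition above the campaign mean of all compounds plus 3 SD, cut at about 26% in these data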;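 also: competitive labeling of PME-1 active site by serine hydrolase directed probe; 0% = PME-1 with DMSO and 100% = wells lacking PME-1 enzyme; inhibitors block probe labeling so polarization falls and inhibition rises; many of its hits are not listed in these tables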
Bcl-xL primary – inhibitors of human Bcl-xL, primary screen, biochemical, fluorescence polarization, HTS | Bcl-2-like protein 1 (Homo sapiens), Q07817 | GST-Bcl-xL / FITC-Bim BH3 peptide fluorescence polarization | inhibition, % at 10.9 µM | 320,000 compounds, 0.7% hits;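 active = inhibition above the mean of all tested compounds plus 3 SD, cutoff set per campaign, cut at about 30% in these data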;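 also: 0% = DMSO wells and 100% = unlabeled Bim-BH3 peptide competitor; inhibitors lower millipolarization by displacing the labeled peptide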
Target sequence (Q07817 whole entry, looked up): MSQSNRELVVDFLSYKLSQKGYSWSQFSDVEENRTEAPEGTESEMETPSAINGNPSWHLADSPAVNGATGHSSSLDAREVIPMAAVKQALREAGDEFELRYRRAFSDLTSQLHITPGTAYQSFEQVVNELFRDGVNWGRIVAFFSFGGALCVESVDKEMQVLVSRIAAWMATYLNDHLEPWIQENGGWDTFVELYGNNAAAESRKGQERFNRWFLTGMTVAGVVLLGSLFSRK
PAFAH1B2 inh – PAFAH1B2 enzyme inhibitors, primary screen, biochemical, fluorescence polarization, human; 340,000 compounds, 1.2% hits; Platelet-activating factor acetylhydrolase IB subunit alpha2 (Homo sapiens), P68402; inhibition, % at 3.39 µM; recombinant PAFAH1B2, FP-rhodamine activity probe;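 active = inhibition above the mean of all tested compounds plus 3 SD, cut at about 24% in these data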;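 also: 0% = enzyme with DMSO and 100% = wells lacking PAFAH1B2; many of its hits are not listed in these tables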
GLD-1 RNA inh – GLD-1/TGE RNA complex disruptors, primary screen, biochemical, fluorescence polarization | purified GLD-1 + fluorescein TGE RNA | Female germline-specific tumor suppressor gld-1 (Caenorhabditis elegans), Q17339 | inhibition, % at 5.96 µM | 320,000 compounds, 0.44% hits | AID 2280, 2010;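 active = percent inhibition above a per-plate cutoff, the plate mean of test compounds plus 3 SD, cut at about 30% in these data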;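 also: 0% = DMSO wells with GLD-1 and probe and 100% = wells lacking GLD-1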
MCL1 BIM primary – inhibitors of MCL1 binding to BIM-BH3, primary screen, biochemical, fluorescence polarization. 320,000 compounds, 0.68% hits. GST-MCL1 / FITC-Bim-BH3 fluorescence polarization. inhibition, % at 10.9 µM. Induced myeloid leukemia cell differentiation protein Mcl-1 (Homo sapiens), Q07820;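 active = inhibition above the mean inhibition of all tested compounds plus 3 SD, set per campaign, cut at about 40% in these data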;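 also: 0% = DMSO wells and 100% = unlabeled Bim-BH3 peptide control; higher means more loss of mP so more displacement of Bim peptide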
Target sequence (Q07820 whole entry, looked up): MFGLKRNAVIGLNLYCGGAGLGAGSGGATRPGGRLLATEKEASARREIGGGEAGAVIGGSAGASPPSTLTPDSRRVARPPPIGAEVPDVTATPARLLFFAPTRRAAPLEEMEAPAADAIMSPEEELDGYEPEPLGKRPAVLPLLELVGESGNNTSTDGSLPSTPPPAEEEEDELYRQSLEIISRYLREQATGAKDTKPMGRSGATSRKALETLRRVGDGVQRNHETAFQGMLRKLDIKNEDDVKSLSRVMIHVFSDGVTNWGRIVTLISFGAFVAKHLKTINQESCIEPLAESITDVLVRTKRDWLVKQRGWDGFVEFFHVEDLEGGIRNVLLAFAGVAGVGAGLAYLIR
MEX-5 binding – MEX-5 zinc finger RNA-binding disruptors – biochemical, C. elegans, fluorescence polarization, MLPCN library, primary screen; Zinc finger protein mex-5 (Caenorhabditis elegans), Q9XUB2; 300,000 compounds, 0.38% hits; MEX-5/FITC-TCR2 RNA binding; stronger effect = lower value; activity score (negative = inhibition of binding), % at 10 µM;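 active = inhibition past about -25% in most replicates, and total fluorescence under double the plate's negative control median, limit read from the data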;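 also: 0% = DMSO and -100% = 5 µM competing unlabeled TCR2 RNA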
AHR act – AHR activators, primary screen, cell-based, luminescence, luciferase reporter, human; AHR-responsive luciferase reporter cells; activation, % at 5 µM; 320,000 compounds, 2.5% hits; in the data active = activation above about 47%;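 also: 0% = vehicle wells and 100% = reference agonist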
Fam108B counter – mouse Fam108B serine hydrolase inhibitors, primary screen, counter-screen for RBBP9 inhibitor project, biochemical, fluorescence polarization | inhibition, % at 9.51 µM | recombinant Fam108B, FP-Rh probe fluorescence polarization | 300,000 compounds, 0.33% hits;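 active = inhibition above the screen mean inhibition plus 3 SD, computed separately per campaign, cut at about 18% in these data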;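 also: inhibitors lower polarization as less probe binds the enzyme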
Numbers without * were called inactive; . = no result given; & = joins results of further samples. This is a subset, so the mix of outcomes need not match the whole.

canonical_smiles	PAFAH1B2 inh	Bcl-xL primary	PME-1 primary	GLD-1 RNA inh	Fam108B counter	MCL1 BIM primary	AHR act	pPAFAH FP inh	MEX-5 binding
COc1cccc(-n2c(SCc3cc(=O)oc4cc(O)c(O)cc34)nc3ccccc3c2=O)c1	1.6	13.4	20.4	8.7	26.0*	51.2*	3.3	94.4*	-0.4
N#Cc1ccc(OCC(=O)OCC(=O)Nc2sccc2C(N)=O)cc1	-2.2	2.3	-4.3	0.6	.	4.9	0.2	12.5	.
O=C(NC1CCCCC1)C1CCN(C(=O)c2ccc(-c3ccccc3)cc2)CC1	0.1	3.3	0.8	-3.6	7.7	4.9	11.8	5.0	1.0
O=C(COc1ccccc1Cl)Nc1ccc(Cl)cn1	4.5	0.7	-8.2	-0.9	2.6	8.6	1.9	-6.8	0.4
COc1ccc(NC(=O)n2ncc3cc(Cl)ccc32)cc1OC	5.7	-3.0	2.5	4.0	-2.5	-4.8	-6.2	0.4	0.4
CCOC(=O)C1CCCN(C(=O)CN2C(=O)c3ccccc3S2(=O)=O)C1 (stereo unspecified)	2.7	.	.	3.2	.	.	2.0	0.8	.
CC1Cc2ccccc2N1C(=O)CSc1nnc(N)s1 (stereo unspecified)	-1.1	4.0	6.1	0.1	10.7	5.0	5.3	-0.4	-1.2
CC(=O)Nc1ccc(NC(=O)C2CCCN2C(=O)Nc2ccc(F)cc2)cc1 (stereo unspecified)	3.6	2.3	1.9	-1.5	1.2	3.9	0.9	3.0	1.0
On1nnc2ccccc21	0.6	-1.6	-8.5	5.3	-3.8	-1.4	1.2	-6.7	0.9
C=CCOc1c(CNn2cn[nH]c2=S)cccc1OC	3.2	5.1	-1.9	6.5	-1.3	-8.1	-0.5	6.3	2.7
COC(=O)[C@H](CC(C)C)NC(=O)N1CCCCC1C (stereo partly specified)	3.5	-0.7	5.7	9.3	-0.7	-2.9	2.0	-1.3	.
Cc1nnc(Cn2cnc3c2c(=O)n(C)c(=O)n3C)o1	-0.5	8.0	1.1	-3.3	1.8	2.7	-0.8	7.8	-1.2
CCN(CC)C(=O)[C@H]1CC(CC(=O)NCCc2ccccn2)C(=O)N2CCc3c([nH]c4ccccc34)[C@]12C (stereo partly specified)	6.5	.	.	1.0	.	.	-1.1	5.5	.
Cc1cc(C(=O)NNC(=O)c2cccs2)nn1C(C)(C)C	-4.9	1.9	-1.4	0.2	-3.0	3.2	2.7	8.7	1.1
NC(=O)C1(N2CCCCC2)CCN(C(=O)CSc2nc3ccccc3o2)CC1	-2.8	2.7	1.9	-5.5	1.7	10.9	-0.1	9.2	0.5
COc1cccc(NC(=O)Nc2ccccc2Br)c1	-0.1	1.6	-0.1	9.0	-3.4	5.5	18.8	-3.5	0.7
Cc1nn(C(C)C(=O)NCCCN(Cc2ccccc2)C(C)C)c(=O)c2c1sc1ccccc12 (stereo unspecified)	1.5	8.1	-0.6	0.2	1.5	5.9	1.3	2.5	1.3
Cc1cc(C(=O)CCC(=O)NCC2COc3ccccc3O2)c(C)s1 (stereo unspecified)	3.3	4.3	-0.6	-0.4	-1.6	-2.3	1.1	10.7	0.8
CCOc1ccc(OCCCC(=O)N(C)CC(=O)Nc2ccc(N3CCOCC3)cc2)cc1	3.0	3.4	-0.3	-0.6	-3.2	-7.8	4.3	2.0	-0.1
Cc1c(C(=O)OCC(=O)N(C)c2ccccc2)oc2ccccc12	4.4	3.5	-3.0	2.0	-2.2	15.6	-2.0	0.8	0.1
Cc1ccc2[nH]cc(CCNC(=O)/C=C/c3ccco3)c2c1	-2.4	-0.6	0.6	1.9	2.0	4.0	0.7	5.8	-0.9
CCn1c(=O)n(CC(=O)NCC2CCCO2)c(=O)c2c3c(sc21)CCCC3 (stereo unspecified)	3.4	6.1	-3.6	4.5	-3.2	0.3	1.6	5.6	0.7
NC(=O)COC(=O)c1cccc(S(=O)(=O)N2CCCc3ccccc32)c1	12.5	5.1	-1.3	2.1	-3.0	9.2	3.9	-12.6	-1.2
Fc1cc(Br)ccc1NC(=S)Nc1ccccc1	7.3	4.6	1.4	4.9	-2.0	13.1	3.1	1.7	3.0
Cc1ccccc1OCC(O)Cn1c(=N)n(CCN2CCOCC2)c2ccccc21 (stereo unspecified)	7.2&0.7	0.9&9.2	4.0&-3.4	-0.2&-5.1	4.7&2.0	4.3&-1.1	0.8&3.1	0.7&2.9	-2.0&-0.2
COc1cc(/C=C2\CCOC2=O)cc(OC)c1OC	4.5	2.3	6.8	-9.3	1.6	4.8	-0.1	-1.7	2.2
Cc1cccc(OCC(O)Cn2c(NCCCOC(C)C)nc3c2c(=O)[nH]c(=O)n3C)c1 (stereo unspecified)	4.6	3.5	0.9	0.9	2.4	2.1	10.4	7.6	0.0
Cc1ccc(S(=O)(=O)N(C)C)cc1NC(=O)COC(=O)CCC(=O)c1ccc(F)cc1	2.6	4.0	0.0	10.0	-0.4	1.2	-4.9	7.6	0.0
COc1cnn(-c2ccc(C)cc2)c(=O)c1SCc1ccccc1	0.5	2.3	-7.0	6.0	0.4	-0.5	2.8	3.6	2.3
CC(C)NC(=S)Nc1ccc(S(=O)(=O)Nc2ncccn2)cc1	-7.0	-0.9	1.7	4.9	-0.7	4.7	-0.1	0.1	-1.0
Cc1nn2c3ccccc3n(CC(=O)c3cccs3)c2nc1=O	1.1	-2.2	3.1	5.9	2.4	4.5	5.1	-1.8	-2.6
Nc1c(C(=O)OCC(=O)Nc2cccc([N+](=O)[O-])c2)[nH]c(=O)[nH]c1=O	9.7	.	.	33.2*	.	.	1.0	25.3*	.
COc1cc(CN2CCN(c3cccc(Cl)c3)CC2)cc(OC)c1OC	4.7	2.4	3.0	-2.5	3.4	7.0	-4.2	8.4	-1.5
COc1ccc(OC2C(=O)N(Cc3ccc4c(c3)OCO4)C2c2sccc2C)cc1 (stereo unspecified)	-3.5	2.8	0.4	3.0	-3.5	-0.1	2.1	6.6	0.0
COc1ccc(-c2nnn(Cc3ccccc3)n2)cc1OC	3.3	0.1	-2.2	6.4	-6.1	-5.9	3.4	7.9	-3.3
Cc1ccc(/C=N/NC(=O)c2nnn(-c3nonc3N)c2CN(C)C)s1	0.7	8.6	-5.3	6.2	-0.5	2.8	1.0	-0.5	1.2
CC(Sc1ncnc2sccc12)C(=O)Nc1ccc(C(N)=O)cc1 (stereo unspecified)	1.9	-2.3	-3.3	-3.7	-0.1	-15.1	-0.7	0.2	1.2
CCOc1ccccc1NC(=O)C(=O)NCCC1=CCCCC1	3.7	2.0	-7.2	-1.5	-3.5	-1.1	6.3	4.4	2.0
COC(=O)C1=C(C)NC(=O)NC1c1ccc2ccccc2c1 (stereo unspecified)	-2.7	3.6	5.0	1.8	0.1	-2.4	1.4	1.2	-0.9
O=C(NCC(=O)N1CCN(c2ccc(C(F)(F)F)cn2)CC1)c1ccc(Br)o1	-1.5	0.7	-2.0	-4.5	.	7.3	0.0	0.6	.
O=c1c2ccccc2nnn1CSc1ccc2c(c1)OCCO2	5.4	6.2	4.9	3.1	-0.8	13.8	8.7	-0.4	0.0
CC1CC(C)CN(CC(=O)N2CCCc3c2c(=O)oc2ccc(OCc4ccccc4)cc32)C1 (stereo unspecified)	13.1	0.5	-4.6	3.9	-4.0	-1.4	1.4	0.0	0.4
Cc1ccc(-c2nnc(NCc3nc4ccccc4[nH]3)c3ccccc23)cc1S(=O)(=O)N(C)C	-2.0	4.5	-11.0	0.9	-6.7	1.8	20.1	3.9	-0.5
COC(=O)c1cnc2c(c1C(=O)OC)c(=O)n(C)c(=O)n2C	3.2	-2.5	5.0	5.8	1.7	-1.6	1.5	3.0	0.6
CC(=O)NS(=O)(=O)c1ccc(NC(=O)CC23CC4CC(CC(Br)(C4)C2)C3)cc1	24.5*	6.0	-0.4	4.8	-1.6	1.8	0.6	-0.5	1.0
c1ccc(Cn2cc(CN3CCCCO3)c(-c3ccc4c(c3)OCO4)n2)cc1	-5.5	0.8	3.5	3.4	7.2	8.1	3.8	1.3	-2.2
COc1ccc(-c2ccnc3[nH]n(-c4ccccc4)c(=O)c23)cc1	-0.6	3.5	-7.1	3.4	-0.4	0.9	5.5	-0.6	3.3
COc1cc(/C=C2\SC(=Nc3ccccc3)NC2=O)cc(Cl)c1O	1.8	-33.0	-44.5	-90.8	-2.2	-72.0	19.5	20.1	-0.4
COc1ccc(Cl)cc1NC(=O)CN1c2ccccc2CC1C (stereo unspecified)	-0.6	-3.2	14.2	-2.8	0.4	-5.4	8.3	4.7	-1.0
Nc1nnc(SCc2cn3cc(Cl)ccc3n2)s1	-2.9	-2.1	2.4	2.9	0.5	0.9	10.4	1.8	-1.6

Next structures:
canonical_smiles	PAFAH1B2 inh	Bcl-xL primary	PME-1 primary	GLD-1 RNA inh	Fam108B counter	MCL1 BIM primary	AHR act	pPAFAH FP inh	MEX-5 binding
CN(CC(=O)Nc1ccc(F)cc1)C(=O)CN1C(=O)c2cccc([N+](=O)[O-])c2C1=O	3.1	8.1	-0.8	-3.3	.	4.8	0.7	-1.9	.
Cc1nc(SCc2cccc(F)c2)[nH]c(=O)c1C#N	2.0	3.2	0.8	5.5	1.7	3.7	-2.9	5.5	1.6
CC(=O)Nc1ccc(S(=O)(=O)NNC(=O)NC23CC4CC(CC(C4)C2)C3)cc1	15.6	-1.8	2.0	3.3	2.7	-11.7	-1.4	-2.5	-2.8
COc1ccc(C2(C)NC(=O)N(CC(=O)c3cc(C)n(C4CC4)c3C)C2=O)cc1 (stereo unspecified)	4.0	5.5	-4.0	-6.6	.	3.0	1.8	0.1	.
COc1cc(/C=C/C(=O)OCC(=O)N2CCCc3ccccc32)ccc1OCC#N	-3.0	-2.4	-3.3	0.2	.	-6.1	1.5	1.7	.
CSc1ccccc1OCc1cc(C(=O)NC(C)Cc2cccc(C)n2)no1 (stereo unspecified)	-1.1	8.1	0.8	1.7	-3.0	6.8	52.6*	-0.2	2.7
Cc1cccc(NC(=O)CSc2nccn2Cc2ccco2)c1C	7.0	1.7	1.1	6.8	-2.9	1.7	-1.2	0.3	0.3
O=C(Nc1ccc(Cl)cc1)C1CCC(=O)N1Cc1ccccc1Cl (stereo unspecified)	-3.1	13.0	-2.8	2.6	3.6	4.9	0.3	1.2	-0.2
O=C(Cc1cccs1)NCCn1ccc2ccccc21	3.6	-4.7	4.6	-5.9	-1.6	2.2	-0.7	2.4	2.6
Cn1c(=O)c2c(ncn2CC(=O)Nc2ccc(Cl)cc2Cl)n(C)c1=O	-1.6	0.9	-3.0	-5.3	3.5	3.3	9.6	3.0	-0.2
